Source: PubChem BioAssay (National Center for Advancing Translational Sciences (NCATS))
FUS yeast rescue: qHTS for Suppressors of FUS Proteinopathy: Primary screen using FUS-linked yeast assay. S. cerevisiae FUS-expressing, growth rescue, OD600, 24 h. Potency, µM (highest dose often 76.6 µM), without a hit: top-dose growth rescue (activation), usual class: activators. hit rate 0.24% among 390,000. AID 1347120, 2019;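 further: potency means the concentration at half of the fitted maximal effect; plate controls were DMSO vehicle for no effect and reference control for full effect; nearly all actives have a fitted effect of over 55% in size; some results filed as inactive show a strong effect at the top dose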
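Steps: raffinose overnight preculture; dilution to OD 0.005 in 2% galactose minimal medium; compound addition (concentration series); 24hr at 30C, 99% humidity; absorbance read at 600 nm.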
TDP43 rescue: qHTS of TDP-43 Inhibitors | AID 652104, 2013 | Potency, µM (doses to about 46.1 µM), for the others: top-dose growth rescue (activation), most hits filed as activators | TDP-43 expressing yeast growth rescue, BacTiter-Glo, 24 h | hit rate 1.8% among 410,000; further: potency means the concentration at half of the fitted maximal effect; % of control where 0% means no effect; nearly all actives have a fitted effect of over 50% in size
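Cell-based yeast growth screen: TDP-43 expression induced in galactose, inoculum OD600=0.02 after raffinose pregrowth to mid-log. Read-out BacTiter-Glo luminescence at 24 hr, 30 deg C; inhibition of toxicity seen as signal increase.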
aSyn rescue: qHTS of alpha-syn Inhibitors; Yeast expressing alpha-synuclein, growth rescue, BacTiter-Glo, 24 h; Potency, µM (titrated, usually from 46.1 µM), without a hit: at the top dose growth rescue (activation), most hits filed as activators; hit rate 0.14% among 370,000; AID 652106, 2013; further: potency means the concentration at half of the fitted maximal effect; % of control where 0% means no effect; nearly all actives have a fitted effect of over 65% in size
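Screening used galactose-induced yeast with toxic alpha-synuclein levels, exposed to compound for 24 hr at 30 deg C. Cell growth, read with BacTiter-Glo luminescence, gave the measured signal.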
EPAC2 antag: qHTS for Antagonist of cAMP-regulated guanine nucleotide exchange factor 2 (EPAC2): primary screen; Potency, µM (titrated, usually from 114 µM), for the others: top-dose activity, negative = inhibition, hits mostly inhibitors; EPAC2 GEF exchange of Rap1B-BODIPY-GDP, fluorescence; Rap guanine nucleotide exchange factor 4 (Homo sapiens), Q8WZA2; AID 720708, 2013; hit rate 0.18% among 360,000; further: potency means the concentration at half of the fitted maximal effect; on the % scale 0 is the no-effect control and ±100 the full control effect; nearly all actives have a fitted effect of over 45% in size; many of its hits are not listed in these tables
Target sequence (Q8WZA2 whole entry, looked up): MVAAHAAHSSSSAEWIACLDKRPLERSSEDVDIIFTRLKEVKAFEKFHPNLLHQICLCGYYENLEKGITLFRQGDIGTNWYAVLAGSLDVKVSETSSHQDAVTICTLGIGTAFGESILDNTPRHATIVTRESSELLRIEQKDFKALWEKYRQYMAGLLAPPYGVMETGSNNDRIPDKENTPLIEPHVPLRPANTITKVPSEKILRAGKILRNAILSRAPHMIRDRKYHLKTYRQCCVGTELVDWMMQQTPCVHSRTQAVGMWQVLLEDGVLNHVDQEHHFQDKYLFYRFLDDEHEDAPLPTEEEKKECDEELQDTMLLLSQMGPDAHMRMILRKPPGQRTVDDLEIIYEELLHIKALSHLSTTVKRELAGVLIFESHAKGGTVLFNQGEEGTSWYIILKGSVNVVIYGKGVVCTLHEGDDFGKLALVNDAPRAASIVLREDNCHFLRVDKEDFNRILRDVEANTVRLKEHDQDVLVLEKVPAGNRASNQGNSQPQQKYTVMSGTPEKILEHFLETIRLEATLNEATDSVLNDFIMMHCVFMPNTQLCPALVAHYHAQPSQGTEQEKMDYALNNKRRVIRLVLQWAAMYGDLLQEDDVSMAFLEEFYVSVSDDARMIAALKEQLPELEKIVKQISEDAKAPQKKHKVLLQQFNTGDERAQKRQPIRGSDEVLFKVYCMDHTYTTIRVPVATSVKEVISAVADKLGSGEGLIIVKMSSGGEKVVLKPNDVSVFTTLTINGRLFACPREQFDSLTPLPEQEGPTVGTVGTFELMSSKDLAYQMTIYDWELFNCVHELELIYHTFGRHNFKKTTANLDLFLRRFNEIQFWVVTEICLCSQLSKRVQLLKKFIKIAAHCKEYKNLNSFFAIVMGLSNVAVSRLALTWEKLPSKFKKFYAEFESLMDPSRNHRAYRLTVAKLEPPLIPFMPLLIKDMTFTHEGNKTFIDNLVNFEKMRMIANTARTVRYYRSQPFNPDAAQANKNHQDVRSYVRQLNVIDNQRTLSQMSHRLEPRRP
DRD3 antagonist: qHTS of D3 Dopamine Receptor Antagonist: qHTS | D(3) dopamine receptor (Homo sapiens), P35462 | D3R cells, DiscoveRx beta-arrestin luminescence, antagonist mode; active compounds read low | max response, negative = inhibition, % | hit rate 2.5% among 360,000 | AID 652054, 2013; in the data active means max response below about -50%; inconclusive means no clear call, values can overlap the other calls; further: on the % scale 0 is the no-effect control and ±100 the full control effect; mostly tested at two doses, the higher about 12 µM
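Cells expressing the human receptor were seeded at 1500 cells/well, incubated overnight at 37 degrees C in 5% CO2, then exposed to library compounds with dopamine controls for 90 minutes at 37 degrees C before luminescent detection.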
Abeta rescue: qHTS for compounds that reverse cellular toxicity of Amyloid beta (A-beta) peptide in yeast: Primary Screen; hit rate 0.063% among 410,000; AID 1347071, 2019; yeast expressing A-beta42, growth rescue, OD600, 48 h; response scale: 0% DMSO, 100% iron-clioquinol control; Potency, µM (series often up to 46.1 µM), for the others: at the highest dose growth rescue, most hits filed as activators; further: potency means the concentration at half of the fitted maximal effect; nearly all actives have a fitted effect of over 55% in size
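Yeast A-beta toxicity model in growth medium with pinned compounds, 48 h at 30 C; growth read as absorbance at 600 nm. Normalized to FeCl3/clioquinol equimolar mix (positive) and DMSO (negative).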
EPAC2 agonist: qHTS for Agonist of cAMP-regulated guanine nucleotide exchange factor 4 (EPAC2): primary screen; hit rate 0.079% among 360,000; Potency, µM (series often up to 154 µM), for inactives: at the highest dose activation, most hits filed as activators; Rap guanine nucleotide exchange factor 4 (Homo sapiens), Q8WZA2; AID 720711, 2013; EPAC2 activation, biochemical qHTS; response scale: 100% = 6.5 mM cAMP response; further: potency means the concentration at half of the fitted maximal effect; nearly all actives have a fitted effect of over 50% in size
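In this primary screen, activation is scored as increased exchange of BODIPY-GDP from Rap1B by 100 nM EPAC2, with 50 uM GDP as competitor. Signal is normalized to the 6.5 mM cAMP agonist control.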
DRD3 agonist: qHTS of D3 Dopamine Receptor Agonist: qHTS. D(3) dopamine receptor (Homo sapiens), P35462. hit rate 0.58% among 410,000. max activation, %. D3R DiscoveRx beta-arrestin cells, luminescence, 90 min; in the data active means max activation above about 30%; further: 0% is about no effect; mostly tested at two doses, the higher about 12 µM
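Agonist-mode cell screen: cells plated at 1500/well and incubated overnight at 37 °C, then exposed to library compounds for 90 min at 37 °C. Detection reagent was added for 30–60 min at room temperature, and luminescence was read.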
* = called active by the depositor; ? = inconclusive; . = no result given; & = joins results of further samples; [ ] = remark or other dose. Unless noted, the call rests on the fitted dose curve; in most records, active means well fitted curve in the direction sought with a large enough effect; inconclusive means small, poorly fitted or top-dose-only effect, or another doubt; inactive means no such curve, though single readings can be large; an effect the other way counts as inactive or inconclusive. These rows are one share of the data, so the mix of outcomes need not match the whole.

SMILES	FUS yeast rescue	TDP43 rescue	aSyn rescue	EPAC2 antag	DRD3 antagonist	Abeta rescue	EPAC2 agonist	DRD3 agonist
COc1cc2c(cc1OC)CN(C(=O)c1ccc3nc[nH]c3c1)CC2	10%	22%	-1%	-4%	10	-4%	13%	4
CCOC(=O)c1cn(Cc2ccc(Br)cc2)nn1	7%	0%	-5%	1%	-10	4%	6%	16
CCOC(=O)N1CCc2c(sc(NCc3cccc(F)c3)c2C(=O)Nc2ccc(OCC)cc2)C1	35%	25%	.	.	.	-4%	.	-7
COc1ccc(OC)c(Nc2nc3ccccc3n3c(C)nnc23)c1	-17%	25%	.	.	.	-6%	.	2
CCOC(=O)c1c(NC(=O)C2=COCCO2)sc2c1CCN(C(=O)OC)C2	10%	1%	-4%	7%	3	13%	10%	9
O=C(NCCc1ccc(Cl)cc1)C1CC(=O)N(C2CCCC2)C1 (stereo not given)	-4%	-10%	5%	-4%	10	2%	1%	-14
O=C(CSc1nc2ccccc2n1S(=O)(=O)c1cccc([N+](=O)[O-])c1)NCCc1ccccc1	.	-8%	-6%	-24%	-9	-3%	8%	-9
CC(=O)c1cc(F)c(N2CCN(C(=O)Cc3ccccc3)CC2)cc1C	3%	19%	7%	0%	34	-16%	10%	7
COc1ccc(C2CC(c3cccc(C)c3)n3ncnc3N2)cc1 (stereo not given)	12%	24%	-2%	-7%	0	9%	7%	-2
CCC(Oc1ccccc1F)C(=O)Nc1c(C(=O)c2ccccc2)oc2ccccc12 (stereo not given)	7%	0%	.	.	.	3%	.	0
CCCCNC(=O)c1cn(-c2ccc(OCC)cc2)c(=O)c2cc(OC)c(OC)cc12	?	6%	7%	-10%	2	-6%	1%	0
Cc1cccc(C)c1Nc1nnc(SCC(=O)c2ccc(Br)s2)s1	.	25%	?	0%	11	?	17%	4
O=C(CN1C(=O)C(=O)N(C2CCCC2)C1=O)Nc1ccc(F)cc1F	4%	-11%	4%	4%	7	7%	3%	1
O=c1c(-c2ccco2)nc2ccccc2n1C(c1ccccc1)c1nc2ccccc2[nH]1 (stereo not given)	?	13%	4%	1%	?	1%	22%	-16
CCOC(=O)C1=CNS(=O)(=O)NC1c1ccc2ccccc2c1 (stereo not given)	-5%	?	12%	-7%	-27	-4%	6%	-18
CCCCSc1nnc(CCNC(=O)OC(C)(C)C)o1	4%	0%	4%	1%	7	-12%	1%	-7
CCOC(=O)c1c(CN(CC)CC)oc2cc(Br)c(O)cc12	-12%	-18%	-4%	-7%	-11	4%	11%	-9
CSCCC(NS(=O)(=O)c1cccc(C(F)(F)F)c1)C(=O)N(C)CCOc1ccc(Cl)cc1 (stereo not given)	33%	22%	27%	-21%	9	?	-1%	5
Cc1ccc(S(=O)(=O)N2CCOCC2)cc1C(=O)NC(=S)N1CC(C)OC(C)C1 (stereo not given)	-14%	10%	-3%	0%	-5	7%	4%	6
COc1ccc(CNC(=S)Nc2ccc(F)c(Cl)c2)cc1	0%	27%	6%	9%	4	5%	0%	3
COc1ccc(C2C(=O)N(C3CCC(C)CC3)CC(=O)N2Cc2ccccc2Cl)cc1OC (stereo not given)	36%	15%	.	.	.	0%	.	0
Cc1cccc(N2CCN(C(=O)c3cc4ccc5cccnc5c4[nH]3)CC2)c1C	44%	?	.	.	.	-22%	.	-10
O=C(COc1ccc(Cl)cc1)Nc1cc2c3c(c1)CC(=O)N3CCC2	37%	-10%	10%	1%	9	-7%	-3%	0
COc1ccc(CNC2c3ccccc3-c3ccccc32)cc1OC	8%	4%	1%	-14%	-20	-8%	23%	-15
COc1ccc(-c2nc(CS(=O)CC(=O)NCc3ccc4c(c3)OCO4)c(C)o2)cc1OC (stereo not given)	13%	-4%	2%	-1%	-1	18%	1%	0
Cc1csc(SC(C)c2nc3scc(-c4ccccc4)c3c(=O)[nH]2)n1 (stereo not given)	-10%	16%	6%	3%	-10	-2%	8%	-1
COCCN(CCOC)C(=O)COC(=O)c1ccc(Cl)c(S(=O)(=O)N(C)c2ccccc2)c1	49%	-2%	-10%	-1%	4	-8%	12%	4
Cc1nnc(Nc2ccccn2)c2ccccc12	.	3%	23%	0%	6	-7%	-5%	-7
O=C(CSc1nc2c(c(=O)[nH]1)CN(Cc1ccc3c(c1)OCO3)CC2)Nc1ccccc1Cl	14%	10%	.	.	.	0%	.	-9
Cc1ccccc1OCC(=O)Nc1ccc(C(=O)OCc2cc(=O)n3ccsc3n2)cc1	-18%	6%	.	.	.	-16%	.	-9
CCC/C(O)=C1\C(=O)CCCC1=NCCCCCC(=O)O	-7%	-7%	0%	4%	11	3%	7%	5
COc1ccc(CN2CNc3c(c(=O)n(C)c(=O)n3C)C2)cc1	-5%	7%	2%	3%	4	12%	4%	-6
Cc1cccc(N(C)C(=O)c2cc(S(=O)(=O)N3CCCCC3)c[nH]2)c1	-17%&16%	?	0%	1%	-1	5%&-3%	3%	3&1
CCOC(=O)N1CCN(C(=O)Cn2c(C)cc3ccccc3c2=O)CC1	4%	-3%	5%	-7%	6	-1%	4%	-1
Cc1ccc(S(=O)(=O)Nc2c(NC3CCCCC3)c3ccccc3oc2=O)c(C)c1	17%	-7%	-2%	-10%	2	9%	4%	1
COc1ccc(/C=C/C(=O)NC(=S)Nc2ccc(Br)cn2)cc1	-6%	-7%	-1%	-7%	-23	-14%	-1%	-7
O=C(c1cc(Cl)ccc1Cl)N1CCc2ccccc21	8%	?	-2%	?	-2	5%	20%	-2
Cc1nnc(NC(=O)c2oc3c(ccc4ccccc43)c2C)s1	-1%	10%	17%	2%	20	-11%	8%	5
COC(=O)c1ccc(C2=NOC(C)(c3sc(-c4ccc(Cl)cc4)nc3C)C2)cc1 (stereo not given)	37%	16%	1%	1%	18	-3%	12%	15
COc1ccc(C(=O)Nn2c(SCC(=O)NC3CCCCC3)nc3ccccc3c2=O)cc1	28%	-19%	-5%	2%	-10	3%	0%	15
O=C1c2ccccc2C(=O)N1CCCCc1cn(C[C@H]2CC[C@H](Cn3cc(CCCCN4C(=O)c5ccccc5C4=O)nn3)O2)nn1	34%	18%	-13%	8%	44	6%	9%	13
CSc1ccc(/C=N/NC(=O)c2ccc3nc[nH]c3c2)cc1	-10%	0%	-1%	14%	-14	-9%	14%	-1
CCC1CCCCN1C(=O)CCc1nnc(C2CCCCC2)o1 (stereo not given)	-22%	-13%	-5%	-1%	4	6%	2%	0
O=C(Nc1nnc(C2CC2)s1)c1cc2ccccc2o1	-8%	-5%	1%	3%	-7	-8%	0%	1
CCNc1c(NC(=O)c2cc(OCC)c(OCC)c(OCC)c2)c(=O)oc2ccccc12	3%	6%	.	.	.	-3%	.	-2

Random excerpt: two records from the list.
SMILES	FUS yeast rescue	TDP43 rescue	aSyn rescue	EPAC2 antag	DRD3 antagonist	Abeta rescue	EPAC2 agonist	DRD3 agonist
O=C1c2ccccc2C(=O)N1CCCCc1cn(C[C@H]2CC[C@H](Cn3cc(CCCCN4C(=O)c5ccccc5C4=O)nn3)O2)nn1	34%	18%	-13%	8%	44	6%	9%	13
CCC1CCCCN1C(=O)CCc1nnc(C2CCCCC2)o1 (stereo not given)	-22%	-13%	-5%	-1%	4	6%	2%	0

Individual results from the entries so far:
DRD3 antagonist, O=C(Nc1nnc(C2CC2)s1)c1cc2ccccc2o1 reads -7
DRD3 agonist, COC(=O)c1ccc(C2=NOC(C)(c3sc(-c4ccc(Cl)cc4)nc3C)C2)cc1 (stereo not given) reads 15
EPAC2 agonist, CCC/C(O)=C1\C(=O)CCCC1=NCCCCCC(=O)O reads 7%

Additional entries:
SMILES	FUS yeast rescue	TDP43 rescue	aSyn rescue	EPAC2 antag	DRD3 antagonist	Abeta rescue	EPAC2 agonist	DRD3 agonist
O=C1NC2(CCCCCC2)C(=O)N1Cc1ccc(Br)cc1	-17%	3%	3%	3%	2	?	-10%	-15
CCOP(=O)(OCC)C(NC(=O)Nc1ccc(Cl)cc1)C(N)=O (stereo not given)	17%	4%	-5%	4%	11	3%	0%	-11
CCN(Cc1ccccc1)C(=O)CN1C(=O)CSc2ccc(S(=O)(=O)N(CC)CC)cc21	15%	24%	.	.	.	9%	.	6
COc1ccc(-n2c(Cc3cccn3C)nnc2SCC(=O)NCCc2ccccc2)cc1	61%	-5%	4%	-15%	0	-2%	8%	3
Cc1cccc(Cn2c(-c3cccs3)nc3ccccc32)c1	8%	19%	-31%[inhibitor]	.	.	-11%	.	-4
COc1ccc(OC)c(NC2c3ncccc3C(=O)N2Cc2ccco2)c1 (stereo not given)	35µM*	-8%	2%	-2%	21	2%	3%	-11
CCn1c(CC(=O)Nc2ccc(F)cc2)nnc1SCC(=O)NC1CCCC1	13%	-9%	0%	-23%	5	3%	7%	-2
O=C(NCC1CCCO1)c1ccc(COc2ccccc2)o1 (stereo not given)	6%	?	1%	-3%	-13	30%	1%	3
O=C1NCCN(Cc2cccc(Oc3ccccc3)c2)C1CC(=O)N1CCCO1 (stereo not given)	35%	-18%[0.397 µM]	0%	-4%	-2	-9%	2%	12
O=C(O)Cn1nc(C(F)(F)F)c2c1CCCC2	2%	-20%	3%	5%	11	6%	1%	3
COC(=O)c1cc(NC(=O)CN(c2cccc(OC)c2)S(=O)(=O)c2ccccc2)ccc1Cl	.	?	14%	-3%	5	7%	0%	6
c1ccc(C2C3=C(CCCC3)Nc3ncnn32)cc1 (stereo not given)	-3%	-11%	-3%	-3%	-4	-14%	10%	-1
Cc1ccc(C)c(NC(=O)CCN2CCOCC2)c1	0%	-19%	-6%	12%	-15	0%	-1%	-4
CC1(C(=O)Nc2ccc3c(c2)OCCO3)CCN1C(=O)C1(c2ccc(Cl)cc2)CC1 (stereo not given)	39%	35µM*	6%	-7%	3	-15%	27%	3
CCCCC(=O)N(Cc1ccc(F)cc1)C1CCS(=O)(=O)C1 (stereo not given)	-1%	21%	5%	2%	-11	10%	6%	7
COCC(=O)NC(c1ccccc1)c1ccccc1	-8%	11%	-9%	6%	-25	6%	-2%	-1
